# Screening results from PubChem BioAssay.
# Bim-Mcl-1: disrupts Bim peptide binding to human Mcl-1; Q07820; 0.1% of 190,000 active; Bead-based flow cytometry, Bim peptide-Mcl-1 binding; inhibition, % at 10 µM; AID 1009; in the data active = inhibition above about 40%;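 also: 0% = no compound tracer wells and 100% = peptide blocker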
# Target sequence (Q07820 whole entry, looked up): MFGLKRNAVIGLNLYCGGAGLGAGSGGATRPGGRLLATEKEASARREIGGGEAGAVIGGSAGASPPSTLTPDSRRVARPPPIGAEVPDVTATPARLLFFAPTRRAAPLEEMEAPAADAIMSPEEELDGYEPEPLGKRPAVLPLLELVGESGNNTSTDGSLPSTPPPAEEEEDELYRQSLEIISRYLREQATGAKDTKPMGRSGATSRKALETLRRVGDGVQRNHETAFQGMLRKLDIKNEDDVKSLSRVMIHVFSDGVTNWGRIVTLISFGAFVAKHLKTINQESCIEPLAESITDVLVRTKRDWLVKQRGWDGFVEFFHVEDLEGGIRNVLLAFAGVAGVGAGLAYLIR
# Rab7 wt modul: alters GTP binding to wildtype dog Rab7; GST-Rab7 beads, fluorescent GTP binding, flow cytometry; actives lie on both sides; untreated = 100%, excess cold GTP = 0%; GTP binding activity (percent of control), % at 10 µM; 0.055% of 190,000 active; AID 758;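 active = fluorescent GTP binding to Rab7 beads changed by at least 20 points from the 100% baseline, either direction, mostly lower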;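 also: median green fluorescence of bound Bodipy-FL-GTP per Rab7 bead population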
# Rab2A wt mod: changes GTP binding to wildtype dog Rab2A, up or down | P61105 | GST-Rab2 wt beads, Bodipy-GTP binding, flow cytometry | GTP binding activity, % at 10 µM | 0.19% of 190,000 active | AID 760;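 active = GTP binding activity at least 20 points away from 100%, either lowered or raised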;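 also: 0% = beads with excess unlabeled GTP and 100% = no-compound control corrected for plate trend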
# Pf gamet viab: inhibitors of late stage P. falciparum gametocyte viability; P. falciparum stage V gametocytes, ATP luminescence, 24 h; inhibition, % at 10.9 µM; 0.065% of 150,000 active;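 active = inhibition above the mean plus 3 SD of compounds within the control limits, set per campaign, cut at about 38% in these data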;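 also: 0% = DMSO wells and 100% = medium only without gametocytes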
# Mcl1-Noxa inh: disrupts binding of human Mcl-1 to Noxa peptide; 1.5% of 220,000 active; AID 1022; inhibition, % at 21.7 µM; TR-FRET Mcl-1/Noxa peptide binding, 2 h;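 active = compounds that cut the protein-peptide binding signal by more than 50% relative to plate controls in a single-dose test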;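 also: His-tagged Mcl-1 with rhodamine Noxa BH3 peptide and terbium anti-His antibody; 0% = Mcl-1 plus Noxa peptide wells and 100% = peptide-only wells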
# Rac1 wt GTP bind: human Rac1 wildtype GTP binding, inhibitors and activators; GST-Rac1 beads, fluorescent GTP binding, flow cytometry; actives lie on both sides; 0 = cold GTP competed, 100 = untreated; GTP binding activity (% of control), % at 10 µM; 0.27% of 190,000 active; AID 757;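 active = GTP binding activity at least 20 points away from the 100% control level, either lower or higher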
# Mcl1-Bid inh: disrupts binding of human Mcl-1 to Bid peptide. Q07820. TR-FRET Mcl-1/Bid-Dy647 peptide binding, 1536-well. inhibition, % at 21.7 µM. 0.97% of 220,000 active. AID 1021;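 active = compounds that cut the binding signal by more than half at the single screening dose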;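 also: His-tagged Mcl-1 with europium anti-His antibody binding Bid BH3 peptide; 0% = Mcl-1 plus peptide wells and 100% = peptide-only wells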
# HRas wt GTP: modulators of GTP binding to human HRas wildtype. GST-Ras wt beads, Bodipy-FL-GTP binding, flow cytometry; actives lie on both sides. GTP binding activity, % at 10 µM. 0.14% of 190,000 active. P01112;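 active = GTP binding activity at least 20% away from the 100% baseline, either lowered as inhibitor or raised as activator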;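 also: 0% = unlabeled GTP competition control and 100% = no-compound control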
# Target sequence (P01112 whole entry, looked up): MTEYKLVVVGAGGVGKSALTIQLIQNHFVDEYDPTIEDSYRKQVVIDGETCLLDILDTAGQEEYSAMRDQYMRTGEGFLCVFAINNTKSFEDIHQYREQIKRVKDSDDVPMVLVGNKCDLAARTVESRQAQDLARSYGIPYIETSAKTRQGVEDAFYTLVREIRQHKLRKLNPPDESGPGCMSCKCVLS
# Cdc42 wt: modulators (inhibitors or activators) of GTP binding to human Cdc42 wildtype; P60953; GST-Cdc42 beads, Bodipy-GTP binding, flow cytometry; actives lie on both sides; percent activity (GTP binding), % at 10 µM; 0.2% of 190,000 active; AID 761;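 active = percent activity GTP binding at least 20 points away from the 100% baseline, either down as inhibitor or up as activator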;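 also: median bead fluorescence of bound Bodipy-FL-GTP at 100 nM; 0% = excess unlabeled GTP control and 100% = no compound control; below 100% means less GTP binding so inhibitor and above means activator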
# Target sequence (P60953 whole entry, looked up): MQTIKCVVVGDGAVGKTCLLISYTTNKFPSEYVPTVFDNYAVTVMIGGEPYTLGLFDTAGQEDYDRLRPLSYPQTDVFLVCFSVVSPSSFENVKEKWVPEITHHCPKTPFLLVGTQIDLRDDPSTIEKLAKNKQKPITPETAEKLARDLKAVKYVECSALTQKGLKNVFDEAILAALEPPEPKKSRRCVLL
# RGS8-Gao reg: regulators of human RGS8-Galphao interaction. P09471. multiplexed bead flow cytometry, RGS8-Galphao binding; actives lie on both sides. response (percent of control binding), % at 10 µM. 0.34% of 220,000 active. AID 1423; in the data active = response below about 60% or above about 140%; inactive = in between;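 also: Galphao activated as the GDP aluminium fluoride complex binding bead-coupled RGS8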
# Rac1 act GTP bind: modulators of GTP binding to human Rac1 activated mutant. P63000. GST-Rac1 activated beads, fluorescent GTP binding, flow cytometry; actives lie on both sides; 100% means binding = to untreated wells. percent activity (GTP binding), % at 10 µM. 0.11% of 190,000 active. AID 764;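 active = GTP binding at least 20 percentage points away from the 100% baseline, in either direction, so actives lie on both sides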
# Numbers without * were called inactive; / = no result given.
SMILES,Bim-Mcl-1,Rab7 wt modul,Rab2A wt mod,Pf gamet viab,Mcl1-Noxa inh,Rac1 wt GTP bind,Mcl1-Bid inh,HRas wt GTP,Cdc42 wt,RGS8-Gao reg,Rac1 act GTP bind
O=C(OCC(=O)N1CCN(C(=O)c2ccco2)CC1)c1cc(-c2ccccc2)nc2ccccc12,-5,97,99,/,-3,102,-4,98,100,98,98
CCc1ccc(-c2nc(CN3CCC(C(=O)NCc4ccco4)CC3)c(C)o2)cc1,0,96,96,/,-1,96,-44,96,100,105,95
CCn1c2ccccc2c2cc(NC(=O)CSc3nnc(-c4ccccc4OC)n3N)ccc21,2,101,101,/,-11,103,-21,101,102,101,99
CCOC(=O)c1nnc(-c2ccccc2)nc1NCc1ccccc1,0,99,97,/,11,100,12,99,97,98,99
CCc1c(C)nc2cc(-c3cc(OC)cc(OC)c3)nn2c1N1CCN(CCN2CCOCC2)CC1,-44,94,97,-32,-5,99,0,99,99,106,97
O=C(Nc1cccc(S(=O)(=O)C(F)F)c1)c1ccc(Cl)c(S(=O)(=O)N2CCOCC2)c1,-4,99,99,0,21,101,8,99,99,101,98
COc1ccc(Cc2c(Cl)ncnc2Cl)cc1,-3,95,92,-26,9,98,-12,95,99,100,97
Cc1ccc(CC(=O)Nc2ccccc2N2CCOCC2)cc1C,-1,96,97,/,-7,100,-51,99,99,96,97
CC(CN1CCCC1)C(=O)NN (stereo not given),-3,104,102,-2,16,100,-23,101,103,100,97
COc1ccc(-c2oc(NC(=O)CSc3ncn[nH]3)c(C#N)c2-c2ccc(OC)cc2)cc1,-2,96,101,/,-55,101,-36,102,103,100,99
CCc1sc(N(C(=O)Cc2ccccc2)c2ccc(F)cc2)nc1-c1ccccc1,-1,94,95,/,-8,97,0,96,97,101,93
CCCCOC(=O)Nc1nc2ccccc2s1,-2,97,103,-13,9,104,-4,104,106,99,100
Cc1nn(CC(=O)NCCN2CCOCC2)c(C)c1[N+](=O)[O-],-1,96,105,/,7,103,-12,103,106,102,101
CC(=O)c1sc(NC(=O)c2ccccc2F)nc1-c1ccccc1,-5,94,96,19,4,104,-2,99,95,105,96
Cc1cc(NS(=O)(=O)c2ccc(NC(=S)NC(=O)c3ccccc3)cc2)no1,1,94,90,-9,7,94,-54,94,92,78,92
Cc1cc2oc(=O)cc(CN3CCCCC3C)c2c(C)c1Cl (stereo not given),-1,102,99,18,-13,102,1,99,97,92,97
COc1ccc(S(=O)(=O)n2cnc3cc(C)c(C)cc32)cc1C,-2,95,94,/,11,94,-1,96,95,102,92
CC(C)c1ccc(C2CC(=O)N3CN(C)CSC3=C2C#N)cc1 (stereo not given),-6,101,100,/,6,106,-3,100,102,97,98
O=C(Nc1ccc(OC(F)F)c(Cl)c1)Nc1ccc2c(c1)OCO2,-5,95,97,19,21,97,1,96,96,111,100
CS(=O)(=O)N(CC(=O)Nc1ccccc1Sc1ccccc1)c1ccc(F)cc1,-1,94,94,/,/,93,10,95,94,102,93

# Complete entries from above:
# Record of `O=C(Nc1ccc(OC(F)F)c(Cl)c1)Nc1ccc2c(c1)OCO2` : Bim-Mcl-1 = -5; Rab7 wt modul = 95; Rab2A wt mod = 97; Pf gamet viab = 19; Mcl1-Noxa inh = 21; Rac1 wt GTP bind = 97; Mcl1-Bid inh = 1; HRas wt GTP = 96; Cdc42 wt = 96; RGS8-Gao reg = 111; Rac1 act GTP bind = 100
# Record of `CCCCOC(=O)Nc1nc2ccccc2s1` : Bim-Mcl-1 = -2; Rab7 wt modul = 97; Rab2A wt mod = 103; Pf gamet viab = -13; Mcl1-Noxa inh = 9; Rac1 wt GTP bind = 104; Mcl1-Bid inh = -4; HRas wt GTP = 104; Cdc42 wt = 106; RGS8-Gao reg = 99; Rac1 act GTP bind = 100

# Next part:
SMILES,Bim-Mcl-1,Rab7 wt modul,Rab2A wt mod,Pf gamet viab,Mcl1-Noxa inh,Rac1 wt GTP bind,Mcl1-Bid inh,HRas wt GTP,Cdc42 wt,RGS8-Gao reg,Rac1 act GTP bind
O=C(NCCc1c[nH]c2ccccc12)C(=O)NCC(c1ccco1)N1CCN(c2ccccc2)CC1 (stereo not given),-3,101,102,/,14,101,-69,102,103,101,99
Cc1cccc(OCC(=O)NC2CCCc3ccccc32)c1C (stereo not given),0,103,99,6,18,101,-11,100,100,100,99
CC1(C)CC(=O)C2=C(C1)Nc1nc(SCCN3CCOCC3)[nH]c(=O)c1C2c1cccs1 (stereo not given),-2,101,104,-15,-7,105,-78,106,108,87,100
Cc1ccc2oc(-c3cccc(N)c3)nc2c1,-4,104,97,-16,26,101,-28,97,96,91,96
CCOC(=O)c1nnn(-c2nonc2N)c1-c1ccc(F)cc1,-29,103,93,/,12,92,3,94,93,89,92
Cc1cc2oc(C(=O)Nc3ccc(S(N)(=O)=O)cc3)c(C)c2cc1Cl,3,103,100,/,12,99,-9,99,99,99,96
COc1cc(C(=O)NC(=S)Nc2ccc(Cl)c(C(=O)O)c2)cc(OC)c1OC,0,100,100,/,3,104,-19,101,102,102,98
CCCSc1nsc(NC(=O)C(c2ccccc2)c2ccccc2)n1,-1,99,100,/,16,101,-14,100,103,102,97
COc1ccc(NC(=O)c2cc3cc(OC)ccc3oc2=N)cc1,-4,95,98,/,8,97,16,95,98,106,98
CC(=O)[C@@H]1[C@@H](C(=O)c2ccccc2)[C@]2(C(=O)Nc3ccccc32)[C@H]2C=Cc3cc(F)ccc3N12,0,98,102,/,7,104,-14,103,102,100,101
CCNS(=O)(=O)c1ccc(NC(=O)c2ccccc2)cc1,2,92,93,/,-20,97,8,96,96,131,94
CC[n+]1c(/C=C2/C=C(C)CC(C)(C)C2)sc2ccc(OC)cc21,0,99,97,/,1,97,-39,96,101,115,95
c1ccc(-c2nc3ccccn3c2NCc2ccc3c(c2)OCO3)cc1,-5,101,99,/,33,104,30,100,103,110,100
Cc1ccc2nc3c(cc(C#N)c(=O)n3CC3CCCO3)c(=O)n2c1 (stereo not given),-1,102,100,/,9,100,-2,101,103,99,99
CC(C)C(=O)Nc1ccc2c3c(cccc13)CC2,-2,96,101,-2,23,104,-2,98,99,100,98
COC(=O)c1nnn(CC(=O)Nc2cccc(OC)c2)c1C(=O)OC,-2,98,99,/,12,102,0,100,100,98,99
COc1ccccc1S(=O)(=O)Cc1ccc(C(=O)NCc2ccc3c(c2)OCO3)o1,0,96,98,/,2,103,-15,98,97,104,97
O=C(CSc1nnc(-c2ccc(O)cc2)o1)N1CCOCC1,2,100,94,/,13,100,-18,96,95,106,95
COc1ccccc1C(=O)NNC1CC(=O)N(c2ccc3c(c2)OCCO3)C1=O (stereo not given),25,101,98,-3,4,99,6,94,97,95,95
CCOC(=O)N1CCN(C(=O)C2CCN(S(=O)(=O)N(CC)CC)CC2)CC1,0,100,100,/,0,99,-11,100,99,104,93
CCOC(=O)N1CCC(c2cc(=O)n3[nH]cc(C(=O)OC)c3n2)CC1,-1,99,99,/,31,95,-22,98,99,113,98
Cc1cc(C(F)(F)F)n2ncc(-c3ccc(F)cc3)c2n1,0,98,97,0,-5,101,-17,100,99,101,97
O=C(O)c1[nH]c2ccc(Cl)cc2c1CC(=O)N1CCN(C(=O)c2ccco2)CC1,-2,94,94,6,29,94,-11,95,94,102,92
Cc1c(NC(=O)CSc2nnc3c4ccccc4n(CCc4ccccc4)c3n2)c(=O)n(-c2ccccc2)n1C,-2,101,100,/,12,102,-16,102,100,100,98
C=CCOc1ccc(Cl)cc1CNC1CCCC1,1,93,99,19,-4,96,-35,100,104,101,100
O=C(N/N=C/c1ccccn1)c1ccc(NC(=O)c2cccc([N+](=O)[O-])c2)cc1,0,96,94,26,17,94,-21,93,98,100,95
CC1CCN(CCCNC(=O)C2CCC(=O)N2C2CCCC2)CC1 (stereo not given),-3,99,103,/,8,108,-26,100,105,101,99
CC(C)CC(=O)Nc1nc2c(c(=O)[nH]1)CCCC2,3,99,100,15,-1,97,0,96,94,93,98
CC1CCCN(c2ccc(C(=O)NCc3ccco3)cc2[N+](=O)[O-])C1 (stereo not given),-1,100,102,-5,23,105,-14,102,102,103,99
CCOC(=O)c1c(NC(=O)CN2CCCCC2)sc2c1CCC(C=O)=C2Cl,-4,95,97,/,15,99,23,100,99,114,96
CCCN=C(C)c1c(-c2ccccc2)[nH]n(-c2nc3ccccc3s2)c1=O,1,106,103,/,17,101,12,103,100,102,98
Nc1ccc2c(c1)C(=O)N(CC1CCCO1)C2=O (stereo not given),0,101,100,/,-14,102,-25,101,104,100,98
CCOc1ccc2nc(NC(=O)CN3CCN(c4ccccn4)CC3)sc2c1,20,97,98,/,12,100,9,97,100,100,97
CNC(=O)/C(C#N)=C/c1ccc(-c2ccc(OC)cc2[N+](=O)[O-])o1,1,94,95,6,40,98,66*,97,100,94,97
COCCn1c(C)cc(C(=O)CSc2cc(C)c3ccc(OC)cc3n2)c1C,-4,101,97,/,-2,103,-63,100,99,95,98
CCOC(=O)N1CCC(NC(=O)c2sc3nc4n(c(=O)c3c2C)CCCC4)CC1,1,102,101,11,-5,112,-1,105,106,99,102
O=C1CC2CS(=O)(=O)CC2N1C1CCCCC1 (stereo not given),0,96,104,/,-19,105,-24,101,107,92,97
Cn1c(=O)oc2cc(S(=O)(=O)Nc3ccc4c(c3)OCO4)ccc21,0,101,101,0,28,101,-46,102,102,104,96
CCCc1cc2c(=O)c(-c3cscn3)c(C(=O)OCC)oc2cc1O,-1,98,97,-34,12,97,-22,98,97,101,97
CC(=O)NC1=NN(C(C)=O)C(C)(c2ccc3ccccc3c2)S1 (stereo not given),1,99,101,-29,15,107,-1,100,104,94,100
O=C(O)C1CC(=O)N(c2ccc(F)c(F)c2)C1 (stereo not given),-5,98,96,12,13,101,-2,100,98,101,96
c1ccc(COC2CCCN(Cc3nc(-c4cnccn4)no3)C2)cc1 (stereo not given),-5,104,96,1,13,99,-30,98,97,102,97
COc1ccc(-c2csc3nc(C(C)C)oc(=O)c23)cc1OC,0,97,92,4,18,95,-11,94,95,104,93
Cc1noc(C)c1CSc1nc2sc(C)c(C)c2c(=O)n1C1CCCC1,-2,104,103,5,12,103,-35,104,102,97,100
O=C(O)CSc1nnnn1C1CCCCC1,0,94,97,/,1,104,-9,96,100,103,97
COc1ccc(CCN=C(N)NS(=O)(=O)c2ccc(OC)cc2)cc1,0,102,98,-25,-4,103,-11,100,97,101,98
CN(C)S(=O)(=O)c1ccc(C(=O)Nc2ccccn2)cc1,-5,98,103,8,24,107,-8,101,101,100,98
O=C(NCC1CCCO1)C(=O)NCC(c1ccco1)N1CCN(c2ccccc2F)CC1 (stereo not given),-3,100,101,4,17,109,-28,104,103,99,103
O=C(Nc1nccs1)c1cncc(Br)c1,0,104,97,/,-6,102,6,99,100,101,100
O=C(NCc1cccnc1)NC1(C(F)(F)F)Oc2ccc(Cl)cc2O1 (stereo not given),0,97,99,/,0,101,-29,97,97,106,99
